From PubChem
Rv3671c protease = inhibits the M. tuberculosis serine protease Rv3671c; inhibition, % at 5.96 µM; hit rate 0.048% among 320,000; P9WHR9; AID 2606; in the data active = inhibition above about 38%;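 also: extracellular domain of Rv3671c used as enzyme; 0% = enzyme with DMSO and 100% = no enzyme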
Mtb BioA inh = blocks M. tuberculosis BioA enzyme activity; AID 602481; inhibition, % at 9.99 µM; hit rate 0.096% among 360,000; purified M. tuberculosis BioA enzyme, plate reader; in the data active = inhibition above about 40%; inconclusive = no clear call, values can overlap the other calls
FadD28 binding = M. tuberculosis FadD28 bisubstrate binding inhibition | hit rate 0.22% among 360,000 | inhibition, % at 12.5 µM | FadD28 bisubstrate probe binding, fluorescence polarization | AID 588549; in the data active = inhibition above about 8.5%, passing the limit was not always enough; inconclusive = no clear call, values can overlap the other calls
Mtb FBA inh = inhibitors of M. tuberculosis fructose-bisphosphate aldolase; P9WQA3; purified M. tuberculosis FBA, fluorescence read-out; inhibition, % at 1 µM; hit rate 2.3% among 360,000; AID 588726; in the data active = inhibition above about 27%;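 also: 0% = vehicle and 100% = reference inhibitor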
Target sequence (P9WQA3 whole entry, looked up): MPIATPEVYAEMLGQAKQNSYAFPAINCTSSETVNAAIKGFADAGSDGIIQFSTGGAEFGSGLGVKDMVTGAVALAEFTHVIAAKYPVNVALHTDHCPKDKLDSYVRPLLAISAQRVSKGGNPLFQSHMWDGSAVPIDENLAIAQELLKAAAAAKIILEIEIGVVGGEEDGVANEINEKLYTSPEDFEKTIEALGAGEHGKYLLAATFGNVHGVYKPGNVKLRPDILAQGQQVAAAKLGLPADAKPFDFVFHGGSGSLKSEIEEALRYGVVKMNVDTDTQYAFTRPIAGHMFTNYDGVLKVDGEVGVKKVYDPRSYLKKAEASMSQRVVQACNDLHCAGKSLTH
Mtb UGM inh = blocks M. tuberculosis UGM enzyme; P9WIQ1; inhibition, % at 10 µM; purified UGM, fluorescence polarization probe displacement; hit rate 0.06% among 320,000; in the data active = inhibition above about 10%, passing the limit was not always enough; inconclusive = no clear call, values can overlap the other calls
Target sequence (P9WIQ1 whole entry, looked up): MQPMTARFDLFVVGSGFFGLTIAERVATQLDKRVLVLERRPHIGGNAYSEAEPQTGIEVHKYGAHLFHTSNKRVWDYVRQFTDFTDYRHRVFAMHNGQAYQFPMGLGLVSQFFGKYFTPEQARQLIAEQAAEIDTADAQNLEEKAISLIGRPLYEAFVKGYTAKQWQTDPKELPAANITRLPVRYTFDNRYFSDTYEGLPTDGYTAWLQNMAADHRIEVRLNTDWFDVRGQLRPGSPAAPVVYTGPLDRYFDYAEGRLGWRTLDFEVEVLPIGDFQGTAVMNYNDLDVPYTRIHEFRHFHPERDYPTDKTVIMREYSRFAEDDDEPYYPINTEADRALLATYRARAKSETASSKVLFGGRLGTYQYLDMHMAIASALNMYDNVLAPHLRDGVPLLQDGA
MazF activator = MazEF (E. coli) toxin RNase activation. AID 504720. activation, % at 20 µM. FAM/BHQ RNA-DNA oligo cleavage fluorescence, 5 h. hit rate 0.32% among 350,000; in the data active = activation above about 50%
Target sequence (P0AE70 whole entry, looked up): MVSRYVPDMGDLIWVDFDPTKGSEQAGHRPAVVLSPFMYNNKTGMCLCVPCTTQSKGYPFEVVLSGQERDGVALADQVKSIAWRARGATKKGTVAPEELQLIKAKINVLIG
GDH-TPI counter = GDH-TPI coupled enzyme inhibition counter-screen | inhibition, % at 4.8 µM | hit rate 1.2% among 360,000 | GDH-TPI coupled enzyme counterscreen, NADH absorbance; in the data active = inhibition above about 30%;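 also: 0% = DMSO wells and 100% = wells lacking the enzyme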
PrPC TRFRET = reduces human prion protein on the cell surface. cell surface PrPC, TR-FRET read-out. inhibition, % at 13.8 µM. hit rate 0.43% among 370,000; in the data active = inhibition above about 24%; also: 0% = median of the test wells and 100% = reference compound wells
BoNT F protease = inhibitors of Botulinum neurotoxin F light chain protease; hit rate 0.22% among 360,000; Multiplex microsphere protease cleavage assay, flow cytometry; inhibition, % at 10 µM; AID 588497; in the data active = inhibition above about 35%, passing the limit was not always enough; inconclusive = no clear call, values can overlap the other calls; also: plate controls were buffer without enzyme for full effect and enzyme alone for no effect
Active calls of the source: *.

`COc1ccc(C(=O)N(C)C2CCCN(Cc3ccccc3F)C2)cc1C` (stereo not given) gave Rv3671c protease -2, Mtb BioA inh 0.3, FadD28 binding -3.0, Mtb FBA inh -8, Mtb UGM inh 1.4, MazF activator -7, GDH-TPI counter -13, PrPC TRFRET 5 and BoNT F protease inconclusive.
`Cc1cccc(C)c1NC(=O)C1(N(Cc2ccco2)C(=O)CC2NC(=O)NC2=O)CCCC1` (stereo not given) gave Rv3671c protease -1, Mtb BioA inh 0.1, FadD28 binding -0.6, Mtb FBA inh 3, Mtb UGM inh 1.1, MazF activator -3, GDH-TPI counter 0, PrPC TRFRET 6 and BoNT F protease 0.
O=C(N/N=C/C1C(=O)NC(=S)N(c2ccccc2)C1=O)c1cc(Br)c(O)c(Br)c1 (stereo not given) was read as Rv3671c protease 2, FadD28 binding inconclusive, Mtb FBA inh 11, Mtb UGM inh -1.7, MazF activator -5, GDH-TPI counter 17, PrPC TRFRET 2 and BoNT F protease -1.
Screening Cc1c(NC(=O)c2cccc(NC(=O)Cc3ccc(Cl)cc3)c2)c(=O)n(-c2ccccc2)n1C returned Rv3671c protease 0, Mtb BioA inh 0.0, FadD28 binding 0.7, Mtb FBA inh -2, Mtb UGM inh 4.1, MazF activator 3, GDH-TPI counter 3, PrPC TRFRET 4 and BoNT F protease -4.
For Fc1cccc(NC(=S)N2CCN(c3ccccn3)CC2)c1 the results were Rv3671c protease 0, Mtb BioA inh -1.0, FadD28 binding -1.8, Mtb FBA inh 6, Mtb UGM inh -0.8, MazF activator 0, GDH-TPI counter 11, PrPC TRFRET -7 and BoNT F protease 1.
`CC1CC(NS(=O)(=O)c2cc3c4c(c2)CCN4C(=O)CC3)CC(C)(C)C1` (stereo not given) gave Rv3671c protease 1, Mtb BioA inh 1.8, FadD28 binding -0.4, Mtb FBA inh 6, Mtb UGM inh 0.8, MazF activator 3, GDH-TPI counter 9, PrPC TRFRET -3 and BoNT F protease 10.
O=C(O)c1cnc2ccc(Cl)cc2n1 was read as Mtb BioA inh -0.1, FadD28 binding -0.9, Mtb FBA inh -3, MazF activator 1, GDH-TPI counter 13, PrPC TRFRET -15 and BoNT F protease 3.
O=C(c1cn2ccccc2n1)N1CCCC(Nc2ccc(F)c(F)c2)C1 (stereo not given) was read as Rv3671c protease -6, Mtb BioA inh -1.1, FadD28 binding -2.3, Mtb FBA inh 4, Mtb UGM inh 0.4, MazF activator 3, GDH-TPI counter -1, PrPC TRFRET -10 and BoNT F protease -7.
`COC(=O)C(CO)NC(=O)C(C)NC(=O)CNC(=O)OCc1ccccc1` (stereo not given) gave Rv3671c protease -4, FadD28 binding 0.0, Mtb FBA inh 4, Mtb UGM inh -2.2, MazF activator 13, GDH-TPI counter 4, PrPC TRFRET -5 and BoNT F protease 5.
For O=C(N/N=C1\CC2CC=CC12)c1ccccc1Cl (stereo not given) the results were Rv3671c protease 1, FadD28 binding -1.1, Mtb FBA inh 0, Mtb UGM inh -1.1, MazF activator 10, GDH-TPI counter 20, PrPC TRFRET 3 and BoNT F protease -2.
Screening Cc1ccc(Cn2nnc3c(=O)n(CC(=O)N4CCCc5ccccc54)cnc32)cc1 returned Rv3671c protease 5, Mtb BioA inh -1.3, FadD28 binding -1.1, Mtb FBA inh 5, Mtb UGM inh 0.2, MazF activator 9, GDH-TPI counter -1, PrPC TRFRET -1 and BoNT F protease 4.
For CC1CCN(S(=O)(=O)c2cn(CC(=O)Nc3ccc(OC(F)(F)F)cc3)cn2)CC1 the results were Rv3671c protease -12, Mtb BioA inh -2.3, FadD28 binding -2.0, Mtb FBA inh 0, Mtb UGM inh 3.5, MazF activator -9, GDH-TPI counter -6, PrPC TRFRET -16 and BoNT F protease 0.
CCOC(=O)N1CCN(S(=O)(=O)c2ccc(F)cc2)CC1 was read as Rv3671c protease 2, Mtb BioA inh -1.4, FadD28 binding -0.7, Mtb FBA inh 1, Mtb UGM inh 0.0, MazF activator 4, GDH-TPI counter -3, PrPC TRFRET -8 and BoNT F protease -8.
Screening CCOc1cc(CNc2ccc3c(c2)OCCO3)cc(Br)c1OCC returned Rv3671c protease 6, Mtb BioA inh -1.6, FadD28 binding -4.0, Mtb FBA inh -1, Mtb UGM inh -0.8, MazF activator -7, GDH-TPI counter 1, PrPC TRFRET 10 and BoNT F protease -6.
Screening COc1ccccc1/C=C/C=C1\Oc2c(ccc(O)c2CN(C)C)C1=O returned Rv3671c protease 7, Mtb BioA inh -46, FadD28 binding 2.3, Mtb FBA inh -7, Mtb UGM inh 4.4, MazF activator -158, GDH-TPI counter 30, PrPC TRFRET -28 and BoNT F protease -3.
`COC(=O)c1ccc(/C=C2/SC(=S)N(CCCC(=O)Nc3ccc(O)cc3)C2=O)cc1` gave Rv3671c protease -27, Mtb BioA inh -0.7, FadD28 binding -0.2, Mtb FBA inh 0, Mtb UGM inh 1.4, MazF activator -13, GDH-TPI counter 28, PrPC TRFRET -5 and BoNT F protease -6.
`CCc1nc2ccc(C(=O)NCCN3CCNC3=O)cn2c1N(C)CCC(C)C` gave Mtb BioA inh 0.8, FadD28 binding -0.7, Mtb FBA inh 0, GDH-TPI counter 6, PrPC TRFRET 0 and BoNT F protease -6.
`CCOc1cc(C(=O)Nc2ccc(N3CCN(S(C)(=O)=O)CC3)cc2)cc(OCC)c1OCC` gave Rv3671c protease 2, Mtb BioA inh -0.1, FadD28 binding -0.6, Mtb FBA inh 1, Mtb UGM inh 1.5, MazF activator 10, GDH-TPI counter 11, PrPC TRFRET -9 and BoNT F protease -10.
For COc1cc2[nH]c(=S)n(C3CC3)c(=O)c2cc1OC the results were Rv3671c protease 6, Mtb BioA inh 0.6, FadD28 binding -0.1, Mtb FBA inh 2, Mtb UGM inh -0.8, MazF activator 2, GDH-TPI counter 18, PrPC TRFRET -11 and BoNT F protease -2.
`O=C(COC(=O)/C=C/c1cccc([N+](=O)[O-])c1)NCC1CCCO1` (stereo not given) gave Rv3671c protease 3, FadD28 binding -0.2, Mtb FBA inh -4, Mtb UGM inh -0.6, MazF activator 7, GDH-TPI counter -3, PrPC TRFRET -14 and BoNT F protease -5.
CCCCOc1ccc(-n2nc(C)cc2C)nn1 was read as Rv3671c protease 3, Mtb BioA inh -1.5, FadD28 binding 0.3, Mtb FBA inh 1, Mtb UGM inh -1.3, MazF activator 4, GDH-TPI counter 3, PrPC TRFRET -1 and BoNT F protease 1.
Screening COc1ccc(S(=O)(=O)Nc2ccc(N3CCOCC3)cc2)cc1Br returned Rv3671c protease 1, Mtb BioA inh 1.1, FadD28 binding -3.1, Mtb FBA inh -10, Mtb UGM inh -2.1, MazF activator -3, GDH-TPI counter 0, PrPC TRFRET 6 and BoNT F protease -8.
Screening CC(C)(CN1CCCC1)NS(=O)(=O)c1ccccc1 returned Rv3671c protease 0, Mtb BioA inh -0.7, FadD28 binding -3.6, Mtb FBA inh -6, Mtb UGM inh 3.4, MazF activator 10, GDH-TPI counter 5, PrPC TRFRET -7 and BoNT F protease 10.
For O=C(NCCCn1ccnc1)Nc1ccc2c(c1)OCO2 the results were Rv3671c protease -3, Mtb BioA inh 0.6, FadD28 binding 1.5, Mtb FBA inh 2, Mtb UGM inh -2.9, MazF activator 0, GDH-TPI counter 17, PrPC TRFRET 13 and BoNT F protease -5.
Screening Cc1cc(=O)[nH]c(SCc2csc(-c3ccccc3)n2)n1 returned Rv3671c protease -8, FadD28 binding -2.7, Mtb FBA inh -1, Mtb UGM inh 1.1, MazF activator -4, GDH-TPI counter -1, PrPC TRFRET -2 and BoNT F protease -3.
Screening CCCNC(=O)c1ccccc1NC(=O)Cc1ccc(OC)c(S(=O)(=O)N2CCOCC2)c1 returned Rv3671c protease 3, Mtb BioA inh -0.4, FadD28 binding -2.2, Mtb FBA inh -1, Mtb UGM inh -1.4, MazF activator -1, GDH-TPI counter 1, PrPC TRFRET 1 and BoNT F protease 2.
CN1CCN(S(=O)(=O)c2ccc(Nc3ccc(F)cc3)c([N+](=O)[O-])c2)CC1 was read as Rv3671c protease -2, Mtb BioA inh 2.2, FadD28 binding -0.4, Mtb FBA inh -2, Mtb UGM inh -3.4, MazF activator 9, GDH-TPI counter 14, PrPC TRFRET -55 and BoNT F protease inconclusive.
For CC(C)CC(COCc1ccc(C(F)(F)F)cc1)N1CCN(C(=O)c2ccc(C(F)(F)F)cc2)CCC1=O (stereo not given) the results were Rv3671c protease -6, Mtb BioA inh 0.5, FadD28 binding -0.9, Mtb FBA inh -1, Mtb UGM inh -3.2, MazF activator 6, GDH-TPI counter -11, PrPC TRFRET 5 and BoNT F protease -20.
`O=C(CC1C(=O)NCCN1Cc1cccc(Oc2ccccc2)c1)NCCc1cnccn1` (stereo not given) gave Rv3671c protease -7, Mtb BioA inh -0.7, FadD28 binding -1.5, Mtb FBA inh 4, Mtb UGM inh -3.1, MazF activator -19, GDH-TPI counter 14, PrPC TRFRET -6 and BoNT F protease -3.
`O=C(NC1CCSC1=O)c1cccc(Cl)c1` (stereo not given) gave Rv3671c protease -11, Mtb BioA inh 0.9, FadD28 binding -1.4, Mtb FBA inh 0, Mtb UGM inh 3.0, MazF activator -8, GDH-TPI counter -1, PrPC TRFRET 10 and BoNT F protease 1.
Screening C/C(=N/Oc1nc(C)cc(C)n1)c1ccc(Br)cc1 returned Rv3671c protease -9, FadD28 binding -1.6, Mtb FBA inh 3, Mtb UGM inh 3.2, MazF activator 1, GDH-TPI counter 3, PrPC TRFRET 8 and BoNT F protease -4.
Screening O=C(NNC(=O)c1cc(-c2ccncc2)nc2ccccc12)c1cccc(Cl)c1 returned Rv3671c protease -6, Mtb BioA inh -2.6, FadD28 binding -4.3, Mtb FBA inh -2, Mtb UGM inh 0.7, MazF activator -1, GDH-TPI counter 8, PrPC TRFRET 1 and BoNT F protease 2.
`O=C(Cn1nc(-c2cccc(Cl)c2)ccc1=O)NCC1COCCO1` (stereo not given) gave Rv3671c protease 1, Mtb BioA inh 1.4, FadD28 binding -4.7, Mtb FBA inh 1, MazF activator 7, GDH-TPI counter -2 and PrPC TRFRET -5.
`CCn1c(SCC(=O)NC2CCCC2)nnc1-c1ccco1` gave Rv3671c protease 8, Mtb BioA inh -0.6, FadD28 binding 0.9, Mtb FBA inh -2, Mtb UGM inh 3.1, MazF activator 3, GDH-TPI counter -4, PrPC TRFRET -4 and BoNT F protease 14.
CC1CC(C)CN(CCCNC(=O)CN2C(=O)CSc3ccc(S(=O)(=O)N4CCOCC4)cc32)C1 (stereo not given) was read as Rv3671c protease -1, Mtb BioA inh -1.6, FadD28 binding -1.8, Mtb FBA inh 0, Mtb UGM inh 1.2, MazF activator 12, GDH-TPI counter -3, PrPC TRFRET 6 and BoNT F protease 5.
COc1ccc(S(=O)(=O)NCC(=O)N(CC(=O)NCc2ccco2)Cc2ccc(F)cc2)cc1 was read as Rv3671c protease -2, Mtb BioA inh 5.2, FadD28 binding -0.5, Mtb FBA inh 2, Mtb UGM inh 0.7, MazF activator -6, GDH-TPI counter -8, PrPC TRFRET 4 and BoNT F protease 2.
COc1ccc(NC(=O)CCNS(=O)(=O)c2ccc3c(c2)CCC(=O)N3)cc1 was read as Rv3671c protease -6, Mtb BioA inh -0.8, FadD28 binding -1.4, Mtb FBA inh -1, Mtb UGM inh -0.7, MazF activator 2, GDH-TPI counter -9, PrPC TRFRET -3 and BoNT F protease -7.
Screening CCOC(=O)Cc1cc(=O)n2[nH]c(-c3ccccc3)c(-c3ccccc3)c2n1 returned Rv3671c protease 2, Mtb BioA inh 1.7, FadD28 binding -2.1, Mtb FBA inh 43*, Mtb UGM inh -2.6, MazF activator -1, GDH-TPI counter 4, PrPC TRFRET 4 and BoNT F protease -8.

For convenience, some entries already given:
Screening O=C(NNC(=O)c1cc(-c2ccncc2)nc2ccccc12)c1cccc(Cl)c1 returned Rv3671c protease -6, Mtb BioA inh -2.6, FadD28 binding -4.3, Mtb FBA inh -2, Mtb UGM inh 0.7, MazF activator -1, GDH-TPI counter 8, PrPC TRFRET 1 and BoNT F protease 2.
`O=C(Cn1nc(-c2cccc(Cl)c2)ccc1=O)NCC1COCCO1` (stereo not given) gave Rv3671c protease 1, Mtb BioA inh 1.4, FadD28 binding -4.7, Mtb FBA inh 1, MazF activator 7, GDH-TPI counter -2 and PrPC TRFRET -5.
`CCn1c(SCC(=O)NC2CCCC2)nnc1-c1ccco1` gave Rv3671c protease 8, Mtb BioA inh -0.6, FadD28 binding 0.9, Mtb FBA inh -2, Mtb UGM inh 3.1, MazF activator 3, GDH-TPI counter -4, PrPC TRFRET -4 and BoNT F protease 14.
